# ERa SRC1 inh: ERα–SRC-1 coactivator interaction inhibitors, primary screen, biochemical, TR-FRET, ERα LBD, estradiol-bound | Estrogen receptor (Homo sapiens), P03372 | TR-FRET ER-alpha LBD / SRC-1 peptide | inhibition, % at 25.6 µM | hit rate 1.7% among 86,000; in the data active = inhibition above about 50%;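 also: 0% = receptor plus peptide control and 100% = peptide only without receptor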
# Target sequence (P03372 whole entry, looked up, the tested form may be a part): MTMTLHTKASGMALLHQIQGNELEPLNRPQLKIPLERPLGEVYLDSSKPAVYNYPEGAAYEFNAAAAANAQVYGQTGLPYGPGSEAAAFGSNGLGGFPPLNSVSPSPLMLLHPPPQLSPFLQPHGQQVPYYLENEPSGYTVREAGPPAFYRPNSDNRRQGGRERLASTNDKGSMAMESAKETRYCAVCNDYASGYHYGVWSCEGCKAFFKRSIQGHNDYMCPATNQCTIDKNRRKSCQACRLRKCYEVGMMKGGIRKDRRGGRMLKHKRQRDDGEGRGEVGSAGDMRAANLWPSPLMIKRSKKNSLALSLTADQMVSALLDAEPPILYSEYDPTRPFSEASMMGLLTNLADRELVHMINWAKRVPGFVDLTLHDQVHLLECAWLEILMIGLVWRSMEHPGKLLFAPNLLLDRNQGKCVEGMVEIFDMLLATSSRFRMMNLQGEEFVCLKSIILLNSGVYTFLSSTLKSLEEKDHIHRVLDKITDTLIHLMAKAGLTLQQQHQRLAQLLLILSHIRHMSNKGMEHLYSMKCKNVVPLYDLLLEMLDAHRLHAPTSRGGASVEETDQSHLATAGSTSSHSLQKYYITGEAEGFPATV
# HUVEC prolif 384: inhibitors of HUVEC proliferation, primary screen, cell-based, 384-well; viability, % at 10 µM (by protocol); hit rate 1.1% among 86,000; CellTiter-Glo luminescence, 72 h; hits give low values;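 active = viability at or below 30%; inactive = viability above 30%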;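 also: 100% = median luminescence of DMSO-only cell control wells on each plate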
# Mac1 fbg enh: enhancers of CD11b/CD18 adhesion to fibrinogen, primary screen, K562 cells, luminescence | activation, % at 10 µM | ATPlite luminescence | AID 1499, 2009 | hit rate 0.07% among 93,000;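 active = 10 µM primary screen giving 50% or more activity, confirmed by 40% or more on retest at that dose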; also: strong numbers were not always called active
# ERb coact inh: inhibitors of ERβ-SRC1 coactivator interaction, primary screen, biochemical, TR-FRET, ERβ LBD, SRC-1 peptide; TR-FRET ER-beta LBD / SRC1-Cy5 peptide binding; receptor agonist-loaded with 1 µM estradiol; Estrogen receptor beta (Homo sapiens), Q92731; hit rate 1.3% among 86,000; AID 633, 2007; inhibition, % at 25.6 µM;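 active = compounds whose percent inhibition of the receptor-coactivator binding signal exceeds about 50% in the single-dose screen, limit read from the data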;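 also: 0% = receptor plus peptide wells without compound and 100% = peptide-only wells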
# Target sequence (Q92731 whole entry, looked up, the tested form may be a part): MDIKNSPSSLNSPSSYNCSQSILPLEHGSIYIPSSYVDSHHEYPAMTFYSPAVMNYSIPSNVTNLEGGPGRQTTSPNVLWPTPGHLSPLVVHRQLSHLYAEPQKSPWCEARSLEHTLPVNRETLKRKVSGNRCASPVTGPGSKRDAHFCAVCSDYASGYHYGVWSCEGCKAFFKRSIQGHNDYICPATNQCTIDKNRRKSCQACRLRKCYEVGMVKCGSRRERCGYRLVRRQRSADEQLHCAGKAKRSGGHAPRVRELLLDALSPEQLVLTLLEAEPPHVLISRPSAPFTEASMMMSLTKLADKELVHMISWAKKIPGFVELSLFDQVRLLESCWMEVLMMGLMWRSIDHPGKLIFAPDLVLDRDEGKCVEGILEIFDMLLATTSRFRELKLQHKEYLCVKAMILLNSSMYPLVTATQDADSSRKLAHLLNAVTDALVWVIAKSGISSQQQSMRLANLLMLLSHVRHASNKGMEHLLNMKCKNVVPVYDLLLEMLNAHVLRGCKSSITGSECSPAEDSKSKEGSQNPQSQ
# Smad3 FoxH1 inh: Smad3/FoxH1 peptide binding inhibitors, primary screen, biochemical, TR-FRET; TR-FRET Smad3/Dy647-FoxH1 peptide binding, europium anti-His; inhibition, % at 25 µM; hit rate 0.29% among 88,000; AID 630, 2007;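 active = compounds that reduce the energy-transfer binding signal between the protein and its labelled peptide by more than half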;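 also: 0% = Smad3 plus labelled peptide maximal FRET and 100% = peptide-only background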
# Lung fibro prol: antiproliferative effect on LL 47 fibroblasts – human, LL 47 cells, CellTiter-Glo luminescence, primary screen; LL 47 human lung fibroblast viability, ATP luminescence; hits give low values; hit rate 1.1% among 85,000; viability, % at 10 µM;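 active = viability at or below 50% in the single dose screen; inactive = viability above 50%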;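 also: compound exposure lasted 72 h before the ATP readout; 100% = median luminescence of untreated cell-only wells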
#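 Assay system: human lung fibroblast line LL 47, low passage. Input: 1,150 fibroblasts seeded per well. Times: overnight cell rest, 72 h compound treatment at 37 °C. Evaluation: % viability of median cell-only signal. Technique: luminescent ATP detection, CellTiter-Glo. Control set: cell-only wells, no compound.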
# MT1-MMP txn act: MT1-MMP promoter reporter activation – cell-based, luciferase luminescence, primary screen; HT1080 MT1-MMP promoter luciferase reporter, overnight; hits give high values; activation factor at 10 µM; hit rate 0.16% among 86,000;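 active = activation factor of at least 2 for MT1-MMP transcription at 10 µM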
# ERa SRC1 pot: enhancers of ERα–SRC-1 coactivator binding, primary screen, biochemical, TR-FRET, ERα LBD, low estradiol. Estrogen receptor (Homo sapiens), P03372. TR-FRET ERalpha-LBD/SRC-Cy5 coactivator binding, 2 h; 100 = basal binding, no effect. coactivator binding (% of control), % at 25.6 µM. hit rate 1.3% among 86,000; in the data active = activity above about 200%;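 also: binding measured in presence of low estradiol as agonist stimulus; 0% = peptide alone without receptor and 100% = receptor with peptide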
# H69AR inhibit: proliferation blockers of H69AR lung cancer cells, primary screen, cell-based, human, 86K library; H69AR lung tumor viability, ATP luminescence, 72 h; hits give low values; viability, % at 10 µM; hit rate 6% among 85,000;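 active = viability at or below 40%; inactive = viability above 40%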;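 also: multidrug resistant small cell line overexpressing MRP-1 efflux transporter; 100% = mean luminescence of untreated control wells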
# Numbers without * were called inactive; nt = not tested or not shown; [ ] = remark or other dose. An excerpt, so the mix of outcomes need not match the whole.
# Every second line gives: ERa SRC1 inh | HUVEC prolif 384 | Mac1 fbg enh | ERb coact inh | Smad3 FoxH1 inh | Lung fibro prol | MT1-MMP txn act | ERa SRC1 pot | H69AR inhibit
> CCOC(=O)c1nn(-c2ccc(C)c(C)c2)c(=O)c2c(N)scc12
→ -13 | 69 | 2 | -5 | -1 | 91 | 1.1 | 84 | 98
> Cc1ccc(Cn2ccc(NC(=O)c3noc4c3CCc3ccccc3-4)n2)cc1
→ -5 | 81 | 5 | -10 | -14 | 104 | 1 | 117 | 103
> CCOC(=O)c1cnc(SCc2nc(N)nc(Nc3ccc(F)cc3)n2)nc1N
→ 13 | 99 | 2 | 30[fluorescence artefact?] | 6 | 91 | 1.1 | 151[fluorescence artefact?] | 36*
> O=C(CCN1C(=O)c2ccccc2C1=O)NCCC1=CCCCC1
→ -2 | 100 | nt | -4 | 4 | 93 | 1.2 | 103 | 101
> N#Cc1nc(Cc2ccccc2)oc1NCc1ccccc1
→ -12 | 93 | nt | -12 | -7 | 86 | 1.4 | 174 | 99
> COc1ccccc1-c1nnc2sc(COc3ccc(Cl)cc3Cl)nn12
→ 42 | 59 | nt | 14 | 3 | 103 | 1.3 | 175[fluorescence artefact?] | 75
> CCOC(=O)c1cnn(-c2ccccc2)c1NC(=O)c1ccccc1C
→ -11 | 106 | -4 | 12 | 16 | 111 | 1.1 | 105 | 100
> Cc1cc(C)c2c(N)c(C(=O)Nc3nccs3)sc2n1
→ 6 | 75 | -4 | 8 | 2 | 88 | nt | 104 | 73
> COCCN(C(=O)Nc1ccc(OC)cc1OC)C1CCN(C(C)C)CC1
→ -5 | 114 | nt | -2 | 12 | 102 | 1.2 | 134[fluorescence artefact?] | 90
> CCOC(=O)N1CCN(Cc2nc3c(c(=O)n(C)c(=O)n3C)n2CCCc2ccccc2)CC1
→ -7 | 96 | -1 | -2 | 4 | 94 | 1.1 | 123 | 89
> O=C(NCC1CCS(=O)(=O)C1)NCC1CCS(=O)(=O)C1 (centres undefined)
→ 4 | 95 | 4 | -1 | 0 | 96 | 1.1 | 101 | 97
> c1ccc2oc(SCc3cn4ccccc4n3)nc2c1
→ -24 | 101 | 2 | -17 | 13 | 92 | 0.9 | 92 | 82
> COc1cc(C(=O)Nc2ccc(NC(=O)C3CC3)nc2)cc(OC)c1OC
→ -6 | 107 | 2 | -2 | -1 | 99 | 1 | 109 | 87
> CC1(C)CC(=O)C2=C(C1)Nc1ncnn1C2c1ccccn1 (centres undefined)
→ 0 | 101 | -1 | 1 | 2 | 98 | 1.2 | 112[fluorescence artefact?] | 88
> Cc1cc(NC(=O)c2cc(-c3ccco3)on2)n(-c2ccccc2)n1
→ 19 | 113 | nt | 32[fluorescence artefact?] | -6 | 108 | 1 | 71[fluorescence artefact?] | 99
> COc1ccc(/C=N/Nc2ncnc3scc(-c4ccccc4)c23)cc1OC
→ -7 | 81 | 0 | -11 | 6 | 92 | 1.2 | 95[fluorescence artefact?] | 52
> Cc1ccc(C(C(=O)NCc2ccco2)N(CCc2ccccc2)C(=O)Cn2nnc3ccccc32)o1 (centres undefined)
→ 6 | 104 | 1 | 2 | 24[fluorescence artefact?] | nt | 1.2 | 124 | 55
> CCn1c(SCCOc2ccc(Cl)cc2)nnc1-c1cccs1
→ -13 | 112 | -3 | -8[fluorescence artefact?] | 10 | 95 | 1.2 | 98 | 94
> CCCCNC(=O)c1ccccc1NC(=O)c1ccccc1N(C)S(C)(=O)=O
→ 11 | 112 | -1 | 22 | 2 | 97 | 1.1 | 89 | 84
> CCC(C)NC(=O)COc1ccc(S(=O)(=O)N2CCOCC2)cc1 (centres undefined)
→ 5 | 93 | -1 | 0 | 6 | 102 | 1.1 | 100 | 94
> Cc1cccc(N2CCN(C(c3cccs3)c3nnnn3C(C)(C)C)CC2)c1C (centres undefined)
→ -17 | 113 | 1 | -4 | 3 | 85 | 1.1 | 98 | 97
> O=C(Nc1ccc(Oc2ccccc2)cc1)C1CCN(c2c3c(nc4ncnn24)CCC3)CC1
→ 0 | 66 | nt | -7 | 8 | 103 | 1.3 | 83 | 62
> CCCCOc1ccc(CSc2n[nH]c(C)n2)cc1
→ -7 | 105 | 3 | -4 | -3 | 95 | 1.2 | 88 | 98
> Cn1nnc(NC(=O)c2ccc(C(C)(C)C)cc2)n1
→ 0 | 92 | -4 | 10 | -1 | 97 | 1.3 | 125 | 87
> O=C(NCc1ccccn1)c1cn(CCc2ccccc2)nn1
→ -30 | 96 | -2 | -38 | 3 | 99 | 1.1 | 107[fluorescence artefact?] | 96
> CCCN1Cc2cccc(C(N)=O)c2C1=O
→ 4 | 92 | -2 | -14 | 5 | 98 | 1.2 | 119[fluorescence artefact?] | 94
> COc1ccc(S(=O)(=O)NNC(=O)c2csc(-n3nc(C)cc3C(F)(F)F)n2)cc1
→ -2 | 93 | -3 | -6 | 8 | 97 | nt | 123 | 70
> CC(C(=O)Nc1ccccc1C(=O)N1CCOCC1)N(c1ccccc1)S(C)(=O)=O (centres undefined)
→ 25[fluorescence artefact?] | 101 | nt | 3 | -8 | 101 | 1.1 | 101 | 109
> CCCC(=O)C1=C(O)C(C(=O)OC)C(C)(C)CC1=Nc1ccncc1 (centres undefined)
→ -16 | 94 | 0 | -10 | 0 | 94 | 1.1 | 99 | 74
> Cc1nc(N)[nH]c(=O)c1CCC(=O)OCC(C)C
→ -2 | 90 | nt | -3 | -7 | 106 | 1 | 101 | 96

# Next section; the last 4 above are carried over.
molecule | ERa SRC1 inh | HUVEC prolif 384 | Mac1 fbg enh | ERb coact inh | Smad3 FoxH1 inh | Lung fibro prol | MT1-MMP txn act | ERa SRC1 pot | H69AR inhibit
COc1ccc(S(=O)(=O)NNC(=O)c2csc(-n3nc(C)cc3C(F)(F)F)n2)cc1 | -2 | 93 | -3 | -6 | 8 | 97 | nt | 123 | 70
CC(C(=O)Nc1ccccc1C(=O)N1CCOCC1)N(c1ccccc1)S(C)(=O)=O (centres undefined) | 25[fluorescence artefact?] | 101 | nt | 3 | -8 | 101 | 1.1 | 101 | 109
CCCC(=O)C1=C(O)C(C(=O)OC)C(C)(C)CC1=Nc1ccncc1 (centres undefined) | -16 | 94 | 0 | -10 | 0 | 94 | 1.1 | 99 | 74
Cc1nc(N)[nH]c(=O)c1CCC(=O)OCC(C)C | -2 | 90 | nt | -3 | -7 | 106 | 1 | 101 | 96
CC(=O)c1cccc(NC(=O)c2cc3ccccn3n2)c1 | -13 | 99 | -5 | -1 | 0 | 108 | 1.1 | 113 | 87
COc1cc2c(cc1OC)CN(C(=O)CCCN1C(=O)c3ccccc3C1=O)CC2 | -4[fluorescence artefact?] | 103 | 1 | -8[fluorescence artefact?] | -21[fluorescence artefact?] | 100 | 1 | 87[fluorescence artefact?] | 94
COc1ccccc1-n1nnnc1SCC(=O)Nc1ccccn1 | -1 | 86 | -1 | -5 | 10 | 98 | nt | 95 | 56
CCC(C)[C@H](NC(=O)N1CCCC1)C(=O)O (some centres undefined) | -3 | 96 | -1 | 4 | 0 | 98 | 1 | 120 | 103
C=CCn1c(=O)c(C(=O)NCCNCC)c(O)c2ccccc21 | 30[fluorescence artefact?] | 102 | -2 | 24[fluorescence artefact?] | 20 | 99 | 1 | 64[fluorescence artefact?] | 85
COc1ccc(CCNC(=S)Nc2cccc(C)c2)cc1 | -10 | 101 | 0 | -15 | -3 | 94 | 1.1 | 99 | 82
CCOC(=O)N1CCC(N2Cc3cccc(C(=O)Nc4ccc(OC)c(OC)c4)c3C2=O)CC1 | 6 | 66 | 8 | 3[fluorescence artefact?] | -8 | 109 | 1.1 | 88[fluorescence artefact?] | 56
COCCNc1c(-c2ccc(O)cc2)nc2ccc(Cl)cn12 | -16[fluorescence artefact?] | 96 | nt | -15[fluorescence artefact?] | -12 | 104 | 1.3 | 98 | 78
CCC(=O)N1c2ccccc2[C@@H](N(C(C)=O)c2ccccc2)C[C@H]1C | -2 | 86 | 4 | -3 | 4 | 91 | 1.2 | 124 | 83
CC1=C(C(=O)OCc2ccc3c(c2)OCO3)C(c2ccccc2)NC(=O)N1 (centres undefined) | 5[fluorescence artefact?] | 26* | 12 | -1 | 0 | 82 | 1 | 91 | 23*
COC(=O)c1c(NC(=O)CN2CCN(c3ccccc3OC)CC2)c2c(C)cccc2n1C | -3[fluorescence artefact?] | 100 | -2 | -12 | 10 | 99 | 1.1 | 100 | 99
Cn1c(SC/C=C/c2ccccc2)nnc1-c1cnccn1 | -2 | 104 | 4 | -1 | -2 | 103 | 1.2 | 98[fluorescence artefact?] | 85
NC(=O)C1CCN(c2nc(-c3ccccc3)nc3c2oc2ccccc23)CC1 | 22[fluorescence artefact?] | 62 | -1 | 37 | -20 | 90 | 1 | 344*[fluorescence artefact?] | nt
CN1C(=O)CSC1=NC12CC3CC(CC(C3)C1)C2 | 1 | 112 | 1 | -4 | 5 | 91 | 1.1 | 107 | 95
O=C(CCn1c(=O)c2sccc2n(Cc2cc(=O)n3ccccc3n2)c1=O)NCc1ccco1 | -6 | 98 | -6 | 3 | 1 | 98 | 1.3 | 115 | 90
Cc1nc(-c2cccc(-c3noc(C)n3)c2)no1 | -8 | 101 | -4 | 6 | 0 | 92 | 1.2 | 102 | 91
CSC(=O)CC(=O)NC(=O)c1ccccc1 | 0 | 81 | 18 | 0 | -2 | 102 | 1 | 102 | 95
COc1ccccc1N1C(=O)C2CC=CC(C)C2C1=O (centres undefined) | -7 | 100 | 1 | -6 | 7 | 97 | 1.2 | 111 | 99
O=C(Nc1c(C(=O)N2CCOCC2)cnn1-c1ccccc1)c1ccccc1 | -4 | 98 | -3 | 7 | 8 | nt | 1 | 146 | 83
CCc1nnc(NC(=O)C2CCCN2C(=O)Nc2ccccc2OC)s1 (centres undefined) | 22 | 85 | -6 | 13 | -10 | 94 | 0.9 | 107 | 100
COC(=O)[C@H](CCSC)NC(=O)NCc1cccs1 | -15 | 95 | 0 | -9 | -11 | 104 | 1.2 | 127[fluorescence artefact?] | 87
COc1ccc(C(=O)COC(=O)C(C(C)C)N2C(=O)C3C4C=CC(C4)C3C2=O)cc1 (centres undefined) | 14 | 104 | -3 | -6 | 9 | 101 | nt | 84 | 97
CCCCCn1c(CN2CCN(C(=O)OCC)CC2)nc2c1c(=O)n(C)c(=O)n2C | -12 | 104 | nt | -2 | 2 | 90 | 1.1 | 103 | 56
Nc1ccc[n+](Cc2ccccn2)c1 | 7 | 103 | 0 | 1[fluorescence artefact?] | 9 | 105 | 1.1 | 120 | 99
CCCCn1c(CNC(=O)c2cccs2)nc2ccccc21 | -5 | 94 | nt | -3 | -4 | 91 | 1.1 | 103 | 85
O=C(COC(=O)C1(c2ccc(F)cc2)CCCC1)N1CCOCC1 | 1 | 89 | -2 | 5 | 4 | 95 | 1.1 | 98 | 87
Cn1nc(C(=O)OCCN2C(=O)c3ccccc3C2=O)c2ccccc2c1=O | -8 | 101 | -3 | -8 | -3 | 103 | 1.1 | 108 | 84
Cc1ccc(O)c(C(=O)c2cc(C#N)c(=O)n(-c3c(C)n(C)n(-c4ccccc4)c3=O)c2)c1 | -1 | 89 | -3 | -7 | 8 | 99 | 1.1 | 102 | 108

# Bioassay records: PubChem, several laboratories
